Source: PubChem
PglD inh: inhibitors of Campylobacter jejuni PglD acetyltransferase. actives 0.098% (n = 360,000). purified PglD enzyme, DTNB colorimetric CoA detection. inhibition, % at 12.5 µM; in the data active = inhibition above about 16%, passing the limit was not always enough; also: strong numbers were not always called active
C2C12 statin: protects C2C12 myotubes from simvastatin toxicity; AID 602340; rescue of ATP level, % at 7.49 µM; ATP luminescence, 48 h; scaled: DMSO 0, geranylgeraniol control 100; actives 0.78% (n = 330,000);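 active = mean ATP rescue above about 67%, or every replicate alone reaching that limit, limit read from the data, passing the limit was not always enough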;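 also: myotubes were challenged with 10 µM simvastatin during compound exposure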
INS-1E GSIS act: primary screen for activators of insulin secretion dependent on glucose, INS-1E cells, GLuc reporter luminescence; INS-1E GLuc reporter insulin secretion, 2-3 h; AID 743287; actives 0.61% (n = 370,000); activation, % at 16.6 µM;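 active = lowest replicate activation of at least 40%, so every replicate reaches that level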;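 also: 0% = median of neutral control wells and 100% = median of IBMX positive control wells; some compounds called inactive have numbers as strong as hits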
miR-122 sensor: miR-122 inhibition in Huh7 cells. AID 602342. Huh7 miR-122 Renilla luciferase sensor, 48 h; neutral wells = 0, positive control = 100. activation (reporter increase), % at 12.5 µM. actives 0.3% (n = 340,000);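 active = mean replicate activation score at least 90 and every replicate individually at or above 90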;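 also: higher luciferase means less miR-122 activity so hits act as miR-122 inhibitors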
PGC1a acetyl inh: modulators of PGC1a acetylation | actives 0.17% (n = 350,000) | inhibition, % at 15.6 µM | U2OS PGC1a acetylation, AlphaScreen anti-acetyl-lysine; with virally co-expressed GCN5 acetyltransferase;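 active = every replicate shows inhibition of at least 40%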;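 also: 0% = neutral control wells and 100% = positive control wells; some results beyond the cut were filed as inactive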
F508del corr: correctors of CFTR F508del function in bronchial epithelial cells; CFBE cells, YFP halide quenching; stimulated with forskolin plus potentiator P3; % fluorescence drop versus neutral controls; activity (quench increase), % at 7.58 µM; actives 0.36% (n = 350,000);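 active = mean added fluorescence quench of at least 8% versus neutral control, with both replicates also reaching 8%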;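 also: cells transiently co-express mutant CFTR-F508del with the halide-sensitive YFP; corrector assay measuring rescue of mutant channel to the surface after 24 h compound exposure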
FN deposit inh: fibronectin deposition inhibition; inhibition, % at 12.6 µM; AH1F fibroblasts, Alexa488-fibronectin deposition fluorescence, overnight; actives 0.086% (n = 350,000);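 active = mean inhibition across replicates of 30% or more, regardless of how many single replicates reach that level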;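 also: positive control wells lacked labelled fibronectin entirely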
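Schedule: 1 h cell adhesion before compound, then overnight fibronectin incubation; test system: AH1F fibroblast monolayer depositing Alexa488-labelled fibronectin into matrix; quantity: 10000 AH1F cells per well; probe or stimulus: fluorescent fibronectin at 24 nM final; signal: fluorescence, ex 485 nm, em 525 nm; evaluation: percent inhibition as loss of matrix-bound fibronectin fluorescence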
Cneo AK release: causes C. neoformans cell lysis; adenylate kinase release luminescence, 4 h; normalised: neutral wells 0, clomiphene wells 100; lysis activity, % at 15 µM; actives 0.2% (n = 360,000);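 active = mean lysis activity across replicates of at least 80%, whatever share of replicates individually reach that level; inactive = mean lysis activity below 80%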
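Assay system: log-phase C. neoformans yeast / Quantity: yeast cell density of 5 × 10^6 cells/mL / Medium: fresh YPD growth medium / Compound: single dose / Timing: static 4 h at 37 °C with compound, 1 h detection / Measured by: adenylate kinase release luminescence / Read-out: lysis from increased AK signal / Benchmarks: Clomiphene as positive lysis control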
The depositor's hits bear a star; [ ] = dose if it differs, or a comment.

For CS(=O)(=O)N(CC(=O)Nc1ccccc1C(=O)N1CCOCC1)c1cccc(F)c1 the results were PglD inh 0, C2C12 statin 2, INS-1E GSIS act 18, miR-122 sensor 9, PGC1a acetyl inh 8, F508del corr -1.6 and Cneo AK release 1.
`COc1ccc(OCC(=O)Nc2ccc3c(c2)nc(CN2CCN(C(C)=O)CC2)n3C)cc1` gave PglD inh 2, C2C12 statin 16, INS-1E GSIS act 3, miR-122 sensor -4, PGC1a acetyl inh -1, F508del corr -0.6, FN deposit inh -2 and Cneo AK release 0.
`CNC[C@H]1Oc2c(NC(=O)c3nc4ccccc4s3)cccc2C(=O)N([C@@H](C)CO)C[C@H]1C` gave PglD inh 1, C2C12 statin 23, INS-1E GSIS act 1, miR-122 sensor 1[16.7 µM], PGC1a acetyl inh -4, F508del corr 3.2, FN deposit inh 7 and Cneo AK release -2.
`COc1ccc(NC(=O)C2(C)Cc3c(-c4ccc(C(N)=O)cc4)ccnc3O2)cn1` (stereo unspecified) gave PglD inh -1, C2C12 statin 14, INS-1E GSIS act 12, miR-122 sensor 0, PGC1a acetyl inh 5, F508del corr 2.1, FN deposit inh 2 and Cneo AK release -3.
For COc1ccccc1CN1CC(C(=O)NCCc2ccc(Cl)cc2)CC1=O (stereo unspecified) the results were PglD inh 4, C2C12 statin -26, INS-1E GSIS act -10, miR-122 sensor 7, PGC1a acetyl inh 4, F508del corr 1.5, FN deposit inh 4 and Cneo AK release -1.
For Cc1ccc(S(=O)(=O)NNC(=O)Nc2ccc(Cl)cc2)cc1 the results were PglD inh 5, C2C12 statin 12, INS-1E GSIS act 47, miR-122 sensor -3, PGC1a acetyl inh 1, FN deposit inh 0 and Cneo AK release -2.
For Cc1cccc(C(=O)OCC(=O)N2c3ccccc3CC2C)c1C (stereo unspecified) the results were PglD inh -2, C2C12 statin -4, INS-1E GSIS act -21, miR-122 sensor -1, PGC1a acetyl inh -3, F508del corr 2.2, FN deposit inh -5 and Cneo AK release -1.
Screening Cc1cccn2c(=O)nc(SCC(=O)N3CCC(Cc4ccccc4)CC3)nc12 returned PglD inh -2, INS-1E GSIS act -7, F508del corr 3.6, FN deposit inh -4 and Cneo AK release 3.
`COc1ccc(Cl)cc1NC(=O)CN1C(=O)C(=O)N(C2CCCC2)C1=O` gave PglD inh 0, C2C12 statin -6, INS-1E GSIS act -13, miR-122 sensor -2, PGC1a acetyl inh 2, F508del corr -0.8 and Cneo AK release -19.
`Cc1ccc(F)cc1C(=O)N1CCCC(c2cc(C(=O)Nc3ccccc3Cl)no2)C1` (stereo unspecified) gave PglD inh 3, C2C12 statin -5, INS-1E GSIS act -27, miR-122 sensor -2, PGC1a acetyl inh 3, F508del corr 4.4 and Cneo AK release -2.
For COc1ccc(C(C(=O)NC2CCCC2)N(C(=O)c2ccoc2C)c2ccc(C)cc2)cc1 (stereo unspecified) the results were PglD inh -3, C2C12 statin 33, INS-1E GSIS act -18, PGC1a acetyl inh 0, FN deposit inh 0 and Cneo AK release 0.
`CC(C)CC#Cc1ccc([C@H]2[C@@H](CO)N3CCCCN(C(=O)Nc4ccccc4)C[C@@H]23)cc1` gave PglD inh 0, INS-1E GSIS act -11, miR-122 sensor 2[16.7 µM], PGC1a acetyl inh 7, F508del corr 0.7, FN deposit inh -15 and Cneo AK release 0.
Screening CCc1ccc(S(=O)(=O)N/N=C(/C)c2ccncc2)cc1 returned PglD inh -3, C2C12 statin 3, INS-1E GSIS act -8, miR-122 sensor -4, F508del corr 2.5 and Cneo AK release 3.
`Cc1ccc(S(=O)(=O)Nc2ccc3c(c2)C(=O)N([C@H](C)CO)C[C@@H](C)[C@@H](CN(C)S(=O)(=O)c2ccc(Cl)cc2)OCCCC[C@H](C)O3)cc1` gave PglD inh 3, INS-1E GSIS act 22, miR-122 sensor -4[16.7 µM], PGC1a acetyl inh -13, F508del corr 2.0, FN deposit inh -1 and Cneo AK release -1.
For C[C@H]1CN([C@@H](C)CO)C(=O)Cc2cc(NS(C)(=O)=O)ccc2O[C@@H]1CN(C)S(=O)(=O)c1cn(C)cn1 the results were PglD inh 1, C2C12 statin -22, INS-1E GSIS act 12, miR-122 sensor -3[16.7 µM], PGC1a acetyl inh -4, F508del corr 2.7 and Cneo AK release 51.
C[C@@H]1CN([C@H](C)CO)C(=O)c2cccc(NS(C)(=O)=O)c2O[C@@H]1CN(C)S(=O)(=O)c1ccccc1 was read as PglD inh 3, INS-1E GSIS act 2, miR-122 sensor 1[16.7 µM], PGC1a acetyl inh -9, F508del corr -1.6 and Cneo AK release -3.
Screening CN(C1CCCCC1)S(=O)(=O)c1ccc(S(=O)(=O)N2CCN(CCC#N)CC2)cc1 returned PglD inh 1, C2C12 statin -1, INS-1E GSIS act -3, miR-122 sensor -8, PGC1a acetyl inh -3, F508del corr 6.3, FN deposit inh 2 and Cneo AK release 1.
CNC(=O)C[C@H]1CC[C@H]2[C@@H](COc3ccc(NC(=O)Nc4ccccc4)cc3C(=O)N2C)O1 was read as PglD inh 1, C2C12 statin 0, INS-1E GSIS act 6, miR-122 sensor 33[16.7 µM], PGC1a acetyl inh 5, F508del corr -1.1, FN deposit inh -9 and Cneo AK release 110*.
CC(=O)c1cccc(NC(=O)N(c2ccccc2)c2ccccc2)c1 was read as PglD inh -2, C2C12 statin 12, INS-1E GSIS act 11, miR-122 sensor -2, PGC1a acetyl inh 13, F508del corr -1.4, FN deposit inh -3 and Cneo AK release 0.
For CCC(Sc1nc2ccccc2s1)C(=O)Nc1nnc(C)s1 (stereo unspecified) the results were PglD inh -3, C2C12 statin 3, miR-122 sensor 0, PGC1a acetyl inh 1 and Cneo AK release 2.
For Cc1ccc(NC(=O)NC2C(NC(=O)Nc3ccc(C)cc3)N(C)C(=O)N2C)cc1 (stereo unspecified) the results were PglD inh 10, C2C12 statin 22, INS-1E GSIS act 10, miR-122 sensor -3, PGC1a acetyl inh 0 and Cneo AK release 1.
`C=C1CCN([C@@H](Cc2ccccc2)C(=O)N2CCOCC2)S(=O)(=O)c2ccccc21` gave PglD inh 1, C2C12 statin -12, INS-1E GSIS act -2, miR-122 sensor 2, PGC1a acetyl inh -16, F508del corr -4.0, FN deposit inh 3 and Cneo AK release 0.
For COc1cccc(NC(=S)N2CCN(C/C=C/c3ccccc3)CC2)c1 the results were PglD inh 9, C2C12 statin 10, miR-122 sensor -2, PGC1a acetyl inh -2, FN deposit inh 0 and Cneo AK release 2.
COc1ccc(C2=[N+]([O-])C(C)(C)N(O)C2C)cc1 (stereo unspecified) was read as PglD inh -3, C2C12 statin 4, miR-122 sensor -1, PGC1a acetyl inh 0, FN deposit inh -1 and Cneo AK release -6.
Screening c1ccc(-n2cnnc2SCc2cn3ccccc3n2)cc1 returned PglD inh -3, C2C12 statin -7, miR-122 sensor 7, PGC1a acetyl inh -1 and Cneo AK release 4.
`CCCNC(=O)N1C[C@@H](O)COC[C@@H]2O[C@@H](CC(=O)NCc3ccncn3)CC[C@H]21` gave PglD inh -1, C2C12 statin -11, INS-1E GSIS act 10, miR-122 sensor -4[16.7 µM], PGC1a acetyl inh -4, F508del corr 0.7, FN deposit inh -2 and Cneo AK release -1.
`CCCNC(=S)NCCN1CCCCC1` gave PglD inh 3, C2C12 statin 0, miR-122 sensor 20, PGC1a acetyl inh -4, FN deposit inh -10 and Cneo AK release -1.
`COc1ccc([C@@H]2CC=C(C(=O)O)[C@H](c3cccc(Cl)c3)N2S(=O)(=O)c2ccccc2C)cc1` gave PglD inh 3, C2C12 statin 1, F508del corr 4.3, FN deposit inh 5 and Cneo AK release 3.
CCCCCCN1C2=NCCCN2c2ccccc21 was read as PglD inh 3, C2C12 statin -44, INS-1E GSIS act -3, miR-122 sensor -6, PGC1a acetyl inh -20, F508del corr 1.8, FN deposit inh 7 and Cneo AK release 15.
Cc1ccc(S(=O)(=O)N(C)C[C@@H]2Oc3c(NC(=O)Nc4ccccc4)cccc3C(=O)N([C@H](C)CO)C[C@@H]2C)cc1 was read as PglD inh 10, C2C12 statin -71, INS-1E GSIS act -8, miR-122 sensor -5[16.7 µM], PGC1a acetyl inh -4, F508del corr -1.6 and Cneo AK release -1.
CC(=O)Nc1ccc(S(=O)(=O)NCCC(=O)OC(C)C(=O)NC2(C#N)CCCCC2)cc1 (stereo unspecified) was read as PglD inh 2, C2C12 statin -4, INS-1E GSIS act 4, miR-122 sensor 1, PGC1a acetyl inh 4, F508del corr -3.7, FN deposit inh -3 and Cneo AK release 0.
`CC(C)(C)OC(=O)N1CCCN(C(=O)c2ccc(Cl)cc2)CC1` gave PglD inh -6, C2C12 statin 7, INS-1E GSIS act 192*, PGC1a acetyl inh -7, F508del corr -0.3, FN deposit inh -9 and Cneo AK release -4.
For COc1ccc(NC(=O)N(C)C[C@@H]2Oc3ccc(NC(=O)Nc4ccccc4)cc3C(=O)N([C@H](C)CO)C[C@@H]2C)cc1 the results were PglD inh 1, C2C12 statin -11, INS-1E GSIS act -16, miR-122 sensor -2[16.7 µM], PGC1a acetyl inh 7, F508del corr 1.4 and Cneo AK release -1.
Screening CCN(Cc1ccncc1)Cc1cn[nH]c1-c1ccc(OC)cc1F returned INS-1E GSIS act 19, PGC1a acetyl inh -2, F508del corr 2.3 and FN deposit inh 1.
O=S(=O)(NCCC1=CCCCC1)c1c(Cl)cccc1Cl was read as PglD inh -1, C2C12 statin -27, INS-1E GSIS act -55, miR-122 sensor 111*, PGC1a acetyl inh -31, F508del corr -2.5, FN deposit inh -9 and Cneo AK release -3.
CC(C)NC(=O)Cn1c(SCC(=O)N2CCCCCC2)nc2ccccc21 was read as PglD inh -1, miR-122 sensor 1, PGC1a acetyl inh 8, FN deposit inh 6 and Cneo AK release -6.
Screening CC(=O)Nc1ccc(S(=O)(=O)NCc2nnnn2-c2ccc(F)cc2)cc1 returned C2C12 statin 5, INS-1E GSIS act -5, miR-122 sensor 8, F508del corr -3.1 and FN deposit inh 2.

Entries from the list above that contain two or more sulfur atoms, in the order listed:
`Cc1ccc(S(=O)(=O)Nc2ccc3c(c2)C(=O)N([C@H](C)CO)C[C@@H](C)[C@@H](CN(C)S(=O)(=O)c2ccc(Cl)cc2)OCCCC[C@H](C)O3)cc1` gave PglD inh 3, INS-1E GSIS act 22, miR-122 sensor -4[16.7 µM], PGC1a acetyl inh -13, F508del corr 2.0, FN deposit inh -1 and Cneo AK release -1.
For C[C@H]1CN([C@@H](C)CO)C(=O)Cc2cc(NS(C)(=O)=O)ccc2O[C@@H]1CN(C)S(=O)(=O)c1cn(C)cn1 the results were PglD inh 1, C2C12 statin -22, INS-1E GSIS act 12, miR-122 sensor -3[16.7 µM], PGC1a acetyl inh -4, F508del corr 2.7 and Cneo AK release 51.
C[C@@H]1CN([C@H](C)CO)C(=O)c2cccc(NS(C)(=O)=O)c2O[C@@H]1CN(C)S(=O)(=O)c1ccccc1 was read as PglD inh 3, INS-1E GSIS act 2, miR-122 sensor 1[16.7 µM], PGC1a acetyl inh -9, F508del corr -1.6 and Cneo AK release -3.
Screening CN(C1CCCCC1)S(=O)(=O)c1ccc(S(=O)(=O)N2CCN(CCC#N)CC2)cc1 returned PglD inh 1, C2C12 statin -1, INS-1E GSIS act -3, miR-122 sensor -8, PGC1a acetyl inh -3, F508del corr 6.3, FN deposit inh 2 and Cneo AK release 1.
For CCC(Sc1nc2ccccc2s1)C(=O)Nc1nnc(C)s1 (stereo unspecified) the results were PglD inh -3, C2C12 statin 3, miR-122 sensor 0, PGC1a acetyl inh 1 and Cneo AK release 2.
